Source: PubChem (National Center for Advancing Translational Sciences (NCATS))
DRD3 agonist: qHTS of D3 Dopamine Receptor Agonist: qHTS; D(3) dopamine receptor (Homo sapiens), P35462; D3R DiscoveRx beta-arrestin cells, luminescence, 90 min; max activation, %; hit rate 0.58% among 410,000; AID 652048, 2013; in the data active = max activation above about 30%; note: 0% is about no effect; mostly tested at two doses, the higher about 12 µM
Target sequence (P35462 whole entry, looked up): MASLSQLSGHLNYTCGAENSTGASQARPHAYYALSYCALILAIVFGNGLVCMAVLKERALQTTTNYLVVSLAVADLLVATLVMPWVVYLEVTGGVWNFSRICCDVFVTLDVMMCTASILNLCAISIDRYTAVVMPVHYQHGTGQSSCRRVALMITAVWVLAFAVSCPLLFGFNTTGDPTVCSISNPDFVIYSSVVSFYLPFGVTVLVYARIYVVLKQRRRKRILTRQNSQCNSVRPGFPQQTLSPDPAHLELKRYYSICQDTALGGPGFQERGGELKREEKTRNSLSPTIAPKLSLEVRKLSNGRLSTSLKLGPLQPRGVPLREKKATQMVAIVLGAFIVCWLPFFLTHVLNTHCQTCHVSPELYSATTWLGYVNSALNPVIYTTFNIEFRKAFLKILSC
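Agonist-mode cell screen: cells plated at 1500/well and incubated overnight at 37 °C, then exposed to library compounds for 90 min at 37 °C. Detection reagent was added for 30–60 min at room temperature, and luminescence was read.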
HT1080 IDH1KD tx: qHTS for induction of synthetic lethality in tumor cells producing 2HG: qHTS for the HT-1080-IDH1KD cell line | hit rate 2% among 360,000 | Potency, µM (doses to about 46.1 µM), without a hit: at the top dose activity, negative = toxicity, hits mostly cytotoxic | HT-1080 IDH1 knockdown viability, ATP luminescence, 48 h;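 note: potency is the fitted concentration of half-maximal effect; 0% = DMSO wells and -100% = cell-free medium wells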
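In this qHTS, HT-1080 cells depleted of IDH1 are exposed for 48 h at 37 °C to compound titrations. Toxicity is scored from CellTiter-Glo luminescence, with DMSO as full viability and medium alone as none.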
KB-V1 MDR tox: qHTS assay for MDR1-selective chemotherapeutics: Primary screen using the drug-selected MDR subline cells KB-V1. KB-V1 MDR cells viability, CellTiter-Glo, 72 h. Potency, µM (series often up to 46.1 µM), for the others: top-dose activity change, negative = cytotoxicity, usual class: cytotoxic. hit rate 3.4% among 400,000; note: potency is the fitted concentration of half-maximal effect; % is set by controls: 0 for no effect and ±100 for the full control effect; nearly all actives have a fitted effect of over 60% in size
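Cytotoxicity toward P-gp-expressing KB-V1 cells was determined as loss of CellTiter-Glo luminescence after 72 h at 37 degrees C. Compounds were tested in quantitative HTS format across a concentration range, with curves fitted to normalized data.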
KB-3-1 tox: qHTS assay for MDR1-selective chemotherapeutics: Primary screen using the parental adenocarcinoma cell KB-3-1 | KB-3-1 viability, CellTiter-Glo ATP luminescence, 72 h | hit rate 1.4% among 400,000 | Potency, µM (titrated, usually from 46.1 µM), for the others: at the top dose activity change, negative = cytotoxic, actives largely listed as cytotoxic; note: potency is the fitted concentration of half-maximal effect; % is set by controls: 0 for no effect and ±100 for the full control effect; nearly all actives have a fitted effect of over 60% in size
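Multi-concentration cytotoxicity screen in KB-3-1 cells grown in DMEM lacking phenol red with 10% FBS. After 72 h at 37 °C with compound, ATP-dependent luminescence was recorded.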
MCF10A rereplic: A quantitative high throughput screen for small molecules that induce DNA re-replication in MCF 10a normal breast cells; Potency, µM (titrated, usually from 46.1 µM), without a hit: top-dose activity, positive = re-replication, usual class: activators; MCF 10A DNA re-replication, Hoechst nuclear intensity, 48 h; hit rate 2.9% among 350,000; note: potency is the fitted concentration of half-maximal effect; % of control where 0% means no effect; nearly all actives have a fitted effect of over 50% in size
SW480 rerep: A quantitative high throughput screen for small molecules that induce DNA re-replication in SW480 colon adenocarcinoma cells | SW480 DNA re-replication, Hoechst DNA content imaging, 48 h | Potency, µM (top dose mostly 46.1 µM), without a hit: at the highest dose re-replication activation, usual class: activators | hit rate 1.8% among 340,000 | AID 624297, 2012; note: potency is the fitted concentration of half-maximal effect; % of control where 0% means no effect; nearly all actives have a fitted effect of over 55% in size
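250 cells/well; 23 nL cpd via pin tool; 48 hr, 37 C, 5% CO2; Hoechst 40 min; imager read of total nuclear intensity, ex 405/em 500-530 nm.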
HT1080-NT tox: qHTS for induction of synthetic lethality in tumor cells producing 2HG: qHTS for the HT-1080-NT fibrosarcoma cell line | HT-1080-NT fibrosarcoma viability, CellTiter-Glo ATP luminescence, 48 h | hit rate 1.6% among 360,000 | Potency, µM (doses to about 46.1 µM), for inactives: top-dose activity, negative = less viability, hits mostly cytotoxic;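 note: NT is the 2HG producing partner of a matched IDH1 knockdown line; potency is the fitted concentration of half-maximal effect; 0% = DMSO-treated cells and -100% = media-only wells without cells; nearly all actives have a fitted effect of over 55% in size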
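Read-out is CellTiter-Glo luminescence after 10 minutes at room temperature, following 48 hours' compound treatment of HT-1080-NT cells (750 cells/well, RPMI, 5% FBS, 37 degrees C).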
GLP1R cytotox: qHTS of GLP-1 Receptor Inverse Agonists: Cytotox Screen; HEK293 cAMP-luciferase reporter cells, luminescence, 24 h; Potency, µM (highest dose often 38.3 µM), inactives show top-dose activity change, negative = inhibition, actives largely listed as inhibitors; hit rate 0.13% among 410,000; AID 624418, 2012;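 note: loss of luciferase light is scored as toxicity; potency is the fitted concentration of half-maximal effect; % is set by controls: 0 for no effect and ±100 for the full control effect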
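Cells in DMEM/10% Nu serum/1% pen-strep, 1536-well format. Pre-incubated 12 h, dosed with 23 nL compound, incubated a further 24 h. Luciferase detection, 12 min at room temp, luminescence.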
IL1B secr inh: qHTS for Inhibitors of Inflammasome Signaling: IL-1-beta AlphaLISA Primary Screen; THP-1 LPS/ATP IL-1B secretion, AlphaLISA, 16 h; active compounds read low; activity change, % at 57.5 µM; hit rate 4.7% among 360,000; AID 743279, 2014; in the data active = activity change below about -50%; inconclusive = mostly about -30% to -49%; note: % is set by controls: 0 for no effect and ±100 for the full control effect
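Secreted IL-1B measured by AlphaLISA bead assay after 16 h compound exposure of THP-1 cells; compounds (final up to 57.5 uM) added 1 h before LPS (250 ng/mL) and ATP (1.25 mM) stimulation; lower signal means less secretion.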
* = called active by the depositor; i = inactive; ? = inconclusive; · = no result given; [ ] = remark or other dose. Unless noted, calls come from the whole dose curve; as a rule, active = well fitted curve in the direction sought with a large enough effect; inconclusive = small, poorly fitted or top-dose-only effect, or another doubt; inactive = no such curve, though single readings can be large; an effect the other way counts as inactive or inconclusive. Not a hit list, and some 11% of all compounds hit somewhere here.

item	molecule	HT1080 IDH1KD tx	DRD3 agonist	SW480 rerep	IL1B secr inh	HT1080-NT tox	KB-3-1 tox	GLP1R cytotox	MCF10A rereplic	KB-V1 MDR tox
1	Cc1ccccc1S(=O)(=O)NC(=O)C1(C)CCN1C(=O)CCc1ccccc1 (configuration not stated)	18%	-3	·	3	0%	0%	6%	·	2%
2	Nc1cc(=O)[nH]c(=O)n1Cc1ccco1	2%	-3	-4%	11	-1%	-3%	1%	-1%	3%
3	CC12CCC(C(=O)NNC(=O)c3ccc(F)cc3)(OC1=O)C2(C)C (configuration not stated)	3%	0	-2%	i	7%	-1%	16%	-5%	9%
4	CC(NC(=O)c1ccccc1)C(=O)OCC(=O)c1c(N)n(C)c(=O)n(C)c1=O (configuration not stated)	10%	-1	-9%	17	12%	5%	-30%	1%	0%
5	O=C(CNC(=O)OCc1ccccc1)NC1CCCCCCC1	12%	-3	-172%[inhibitor]	-25	12%	-6%	-13%	-69%[inhibitor]	18µM*
6	CC(CN1CCOCC1)OC(=O)Cc1ccc(Cl)cc1 (configuration not stated)	8%	5	-1%	3	6%	4%	-4%	-4%	-2%
7	Cc1cc(C)cc(NC(=O)CN2CCN(CCN=CC3=C(O)CC(c4ccc(Cl)cc4)CC3=O)CC2)c1 (configuration not stated)	-3%	-9	7%	-8	-10%	1%	?	18%	-1%
8	COc1ccccc1C=NN=C1c2ccccc2-c2ccccc21	?	-1	-4%	18	7%	6%	-3%	-2%	?
9	COc1cc(NC(=O)CNc2cccc(S(=O)(=O)N3CCCC3)c2)cc(OC)c1	-12%	-3	4%	9	1%	?	-3%	-37%[inhibitor]	-2%
10	COCCCNC(=O)C[C@@H]1C[C@@]2(C(=O)OC)CC(C)(C)CC=C2N(CCc2ccc(OC)c(OC)c2)C1=O	2%	-21	·	-6	10%	7%	-7%	·	?
11	Nc1cccc(C(=O)NCCNC(=O)c2cccc(N)c2)c1	10%	1	-13%	11	6%	-1%	-5%	-4%	4%
12	O=C(Oc1c(-c2ccccc2)oc2ccccc2c1=O)c1ccccc1	-26%	3	-2%	0	-22%	?	72%[activator]	?	12µM*
13	CC1CCN(C(=O)c2ccc(Br)c(S(=O)(=O)N3CCOCC3)c2)CC1	0%	5	-7%	2	5%	0%	?	1%	-25%
14	O=C(CSc1nnnn1CCCO)Nc1ccc2c(c1)OCO2	4%	-2	?	-8	3%	-6%	14%	14%	-1%
15	Cc1ccc2nc(-c3ccccc3)cn2c1	12µM*	-3	-17%	0	12µM*	12µM*	2%	-4%	10µM*
16	CCOC(=O)NC1(Nc2ccc(C)cc2)Oc2ccccc2O1	-15%	7	·	9	-9%	-10%	-26%	?	-25%
17	COC(=O)C1C(O)=CC(=O)CC1C (configuration not stated)	-1%	-9	-5%	4	-2%	-1%	32%[activator]	?	-8%
18	COC(=O)/C(N=Nc1c(C)n(C)n(-c2ccccc2)c1=O)=C(\C)O	0%	-2	0%	-16	0%	7%	-2%	7%	12%
19	C(=N\N=C\c1ccccc1)/c1ccccc1	0%	1	-1%	-23	7%	-5%	-3%	1%	-7%
20	CC(=O)Nc1ccc(NC(=O)c2csc([C@@H]3C[C@H](O)[C@@H](CO)O3)n2)cc1	18%	-8	·	34	24%	0%	-15%	·	0%
21	CC(=O)NCCNc1nc2c(S(=O)(=O)c3ccc(C)c(C)c3)nnn2c2ccc(Cl)cc12	·	6	·	·	·	-10%	-1%	·	?
22	CCOC(=O)c1ccc(NC(=O)CCc2c(C)nc3c(c(C)nn3-c3ccccc3)c2C)cc1	·	25	·	·	·	2%	24%	·	1%
23	O=C(O)CCNS(=O)(=O)c1ccc(Oc2ccccc2Cl)cc1	-1%	-2	-7%	17	-13%	-14%	2%	-2%	-15%
24	CC(Oc1cccc(F)c1)C(=O)Nc1ccc(N2CCOCC2)cc1 (configuration not stated)	19%	11	-5%	?	8%	2%	-5%	-2%	14%
25	Cc1ccc(S(=O)(=O)N2CCN(C(=O)[C@H](Cc3ccccc3)NC(=O)c3ccco3)CC2)cc1C	-13%	-10	0%	-6	-3%	-6%	5%	2%	12µM*
26	Cc1ccccc1OCC(=O)NNC(=O)CN1C(=O)c2ccccc2C1=O	22%	3	·	0	12%	1%	-2%	-1%	3%
27	Cn1cccc1/C=N/N1CCN(Cc2ccccc2Cl)CC1	-5%	-29	21%	-19	-4%	0%	-2%	4%	0%
28	COc1ccccc1N(CC(=O)Nc1c(C)n(C)n(-c2ccccc2)c1=O)S(=O)(=O)c1ccc(C)cc1	2%	16	-17%	-19	0%	?	-7%	-8%	0%
29	CCCCNC(=O)C1c2ccccc2OCC(=O)N1CCc1c[nH]c2ccccc12 (configuration not stated)	13%	3	·	7	1%	9%	0%	·	7%
30	CC(C)(CC(=O)O)Cc1nc(-c2ccc(Cl)cc2)no1	7%	2	3%	-8	0%	-4%	11%	1%	10%
31	CN(Cc1ccccc1)C(=O)c1ccc(NC(=O)Cc2cccc(NC(=O)C3CCN(C(=O)C4CCC4)CC3)c2)cc1	-5%	4	-29%	-5	1%	-1%	8%	?	5%
32	Cc1cccc(C)c1NC(=O)c1ccc(-n2cncn2)nc1	18%	1	3%	0	11%	2%	-3%	-1%	-7%
33	CCCC(=O)Nc1nnc(C2CCCO2)s1 (configuration not stated)	4%	7	-7%	16	3%	-1%	-1%	1%	6%
34	COc1ccccc1/C=C/C(=C1/C(=O)N(c2ccccc2)N=C1C)c1ccc(C)cc1	25%	5	0%	6	27%	6%	-1%	-12%	1%
35	Cc1ccc(CNC(=S)N(C)C)cc1	18%	-6	48%	·	17%	-9%	6%	-5%	-12%
36	O=C(CSc1nnc2n1CCCCC2)NCc1ccccc1	1%	-6	·	14	1%	12%	-7%	·	17%
37	COc1ccc(CC(=O)OCC(=O)Nc2ccc(Br)cc2)cc1	-4%	0	-116%[inhibitor]	1	-2%	0%	3%	-10%	10%
38	O=C(NNC(=O)c1ccc2ccccc2c1)c1ccc(Cl)cc1	8%	-4	1%	-8	-2%	0%	8%	0%	-2%
39	O=C(N/C(=C\c1ccccc1)C(=O)N1CCCCCC1)c1ccccc1	7%	-1	2%	3	13%	0%	11%	-31%[inhibitor]	?
40	COc1ccc(-c2ccc3oc(-c4ccc(OC)cc4)c(C#CC4(O)CCCCC4)c3c2)cc1	9%	8	-8%	33	4%	1%	-3%	?	27%
41	CCOc1ccc(CNC(=O)C2=Cc3cc(Br)ccc3OC2)cc1OC	·	6	·	·	·	-1%	-1%	·	1%
42	O=C1CN2Cc3c(ccc(Cl)c3Cl)N=C2N1	1%	-2	?	13	-4%	-20%	-1%	7%	0.16µM*
43	C=C1N(c2ccc(Cl)cc2)C(=O)OC1(C)C	12%	-3	-5%	11	8%	11%	1%	4%	17%
44	Cc1nc2nc[nH]n2c(=O)c1CCC(C)C	6%	1	-4%	46	6%	-1%	-4%	-1%	18%
45	COc1cc(OC)cc(C(=O)Nc2ccc(Nc3ccccc3)cc2)c1	-10%	4	1%	-24	-9%	0%	-25%	13%	2%
46	Cn1c(SCC(=O)NNC(=S)Nc2ccccc2)nnc1-c1ccccc1	3%	3	-7%	-1	6%	8%	-4%	0%	?
47	Cn1cc(Br)c(C(=O)NNC(=O)Nc2ccccc2C(F)(F)F)n1	1%	-2	?	-16	3%	4%	5%	1%	3%
48	O=C(NCCCl)C1Cc2c(ccc3ccccc23)O1 (configuration not stated)	13%	12	-2%	36	12%	15%	-9%	2%	-14%
49	Cc1ccc(-n2cc[nH]c2=S)c(C)c1	21%	3	-20%	10	8%	2%	0%	0%	10%
50	Nc1c2c(nn1-c1ccc(C(=O)O)cc1)CNC2	18%	7	5%	14	13%	-1%	-2%	1%	26%
51	Cc1ccc(S(=O)(=O)N(C)C[C@@H]2OCCCC[C@H](C)Oc3ccc(NC(=O)Nc4ccc(F)cc4)cc3C(=O)N([C@H](C)CO)C[C@H]2C)cc1	-26%	-5	·	-29	-20%	?	10%	·	4%
52	O=C(Nc1nonc1-c1ccc(Cl)cc1)c1ccco1	0%	2	-17%	27	-3%	11%	4%	-1%	?
53	COc1ccc(-c2nc3c([nH]2)c(=O)n(C)c(=O)n3C)c(OC)c1	-2%	-11	-5%	19	5%	24%	4%	3%	11%
54	CC(C)(C)Cc1c(C2CCCCC2)nc2ccc(Cl)cn12	-17%	12	·	61	-14%	0%	1%	·	13%
55	Cc1cc(C)c(S(=O)(=O)Nc2ccc(-c3cn4ccccc4n3)cc2)c(C)c1	-28%	1	0%	?	-12%	0%	-18%	9%	?
56	Cc1ccc2c(c1)[C@H]1[C@H](CO2)[C@H](c2ccccc2)[C@]2(C)C(=O)Nc3cc(F)ccc3C(=O)N12	8.2µM*	-7	?	?	?	?	-20%	5.8µM*	?
57	CCOC(=O)c1cccc(NC(=O)CNS(=O)(=O)c2cccs2)c1	1%	0	-2%	10	0%	0%	-4%	-1%	23µM*
